# Screens as filed in PubChem BioAssay.
# DRD3 antagonist – qHTS of D3 Dopamine Receptor Antagonist: qHTS. 2.5% of 360,000 active. D3R cells, DiscoveRx beta-arrestin luminescence, antagonist mode; hits give low values. max response, negative = inhibition, %. D(3) dopamine receptor (Homo sapiens), P35462; in the data active = max response below about -50%; inconclusive = no clear call, values can overlap the other calls; note: % is set by controls: 0 for no effect and ±100 for the full control effect; mostly tested at two doses, the higher about 12 µM
# Target sequence (P35462 whole entry, looked up): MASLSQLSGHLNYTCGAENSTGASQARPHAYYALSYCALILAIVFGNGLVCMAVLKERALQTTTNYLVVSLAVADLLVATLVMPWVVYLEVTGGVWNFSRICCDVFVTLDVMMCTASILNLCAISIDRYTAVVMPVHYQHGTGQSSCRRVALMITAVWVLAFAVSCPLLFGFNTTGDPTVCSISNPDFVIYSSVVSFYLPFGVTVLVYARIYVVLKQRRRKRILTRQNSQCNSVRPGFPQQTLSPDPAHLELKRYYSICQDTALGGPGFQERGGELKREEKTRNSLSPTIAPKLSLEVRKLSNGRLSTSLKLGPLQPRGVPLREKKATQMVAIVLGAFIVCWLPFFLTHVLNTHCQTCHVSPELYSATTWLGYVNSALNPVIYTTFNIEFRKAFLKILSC
#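 Cells plated overnight at 1500 cells/well, then exposed to library compounds with dopamine controls for 90 minutes at 37 degrees C. DiscoveRx reagent added for 30–60 minutes at room temperature; luminescence read, quantitative HTS format.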
# HEK293 tox – qHTS of GLP-1 Receptor Inverse Agonists: Cytotox Screen; 0.13% of 410,000 active; Potency, µM (titrated, usually from 38.3 µM), inactives show at the top dose activity change, negative = inhibition, usual class: inhibitors; HEK293 cAMP-luciferase reporter cells, luminescence, 24 h;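 note: loss of luciferase light is scored as toxicity; potency is the fitted concentration of half-maximal effect; % is set by controls: 0 for no effect and ±100 for the full control effect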
#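 To flag toxic compounds, the library was rerun on cells for 24 hr at 37 deg C and 5% CO2. Viability-linked luminescence was captured 12 min after adding luciferase detection reagent.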
# KB-V1 MDR tox – qHTS assay for MDR1-selective chemotherapeutics: Primary screen using the drug-selected MDR subline cells KB-V1; KB-V1 MDR cells viability, CellTiter-Glo, 72 h; Potency, µM (highest dose often 46.1 µM), without a hit: at the top dose activity change, negative = cytotoxicity, usual class: cytotoxic; 3.4% of 400,000 active; note: potency is the fitted concentration of half-maximal effect; % is set by controls: 0 for no effect and ±100 for the full control effect; nearly all actives have a fitted effect of over 60% in size
#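 qHTS viability screen in drug-selected KB-V1 MDR cells: 72 h compound treatment at 37 degrees C, ATP luminescence end point.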
# GLP-1R inv ag – qHTS of GLP-1 Receptor Inverse Agonists (Inhibition Mode); Glucagon-like peptide 1 receptor (Homo sapiens), P43220; HEK293 GLP-1R CRE-luciferase, luminescence, 24 h; GLP-1R form is constitutively active; Potency, µM (doses to about 38.3 µM), for inactives: at the top dose activity change, negative = inhibition, most hits filed as inhibitors; 1.6% of 410,000 active; note: potency is the fitted concentration of half-maximal effect; % is set by controls: 0 for no effect and ±100 for the full control effect; nearly all actives have a fitted effect of over 55% in size
#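 qHTS in 1536-well format: reporter HEK293 cells expressing constitutive GLP-1R activity in DMEM + 10% Nu serum, 24 hr with compounds at 37 deg C, luminescence read after 12 min with detection reagent.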
# GLP1R ag – qHTS of GLP-1 Receptor Agonists. Potency, µM (series often up to 45.6 µM), for the others: at the top dose activation, most hits filed as activators. HEK293 GLP-1R CRE-luciferase, luminescence, 4-6 h; cells express a hypersensitive GLP-1R form. 0.007% of 380,000 active; note: potency is the fitted concentration of half-maximal effect; % of control where 0% means no effect
# PTHR1 agonist – qHTS for PTHR1 Agonists: Primary Screen | HEK293 GP2 PTHR1 cells, GloSensor cAMP luminescence, 1 h | Potency, µM (highest dose often 115 µM), for the others: top-dose activation, actives largely listed as activators | AID 743266, 2014 | 0.075% of 410,000 active; note: potency is the fitted concentration of half-maximal effect; nearly all actives have a fitted effect of over 55% in size; some results filed as inactive show a strong effect at the top dose; inactives centre near -15; many of its hits are not listed in these tables
# Target sequence (Q03431 whole entry, looked up): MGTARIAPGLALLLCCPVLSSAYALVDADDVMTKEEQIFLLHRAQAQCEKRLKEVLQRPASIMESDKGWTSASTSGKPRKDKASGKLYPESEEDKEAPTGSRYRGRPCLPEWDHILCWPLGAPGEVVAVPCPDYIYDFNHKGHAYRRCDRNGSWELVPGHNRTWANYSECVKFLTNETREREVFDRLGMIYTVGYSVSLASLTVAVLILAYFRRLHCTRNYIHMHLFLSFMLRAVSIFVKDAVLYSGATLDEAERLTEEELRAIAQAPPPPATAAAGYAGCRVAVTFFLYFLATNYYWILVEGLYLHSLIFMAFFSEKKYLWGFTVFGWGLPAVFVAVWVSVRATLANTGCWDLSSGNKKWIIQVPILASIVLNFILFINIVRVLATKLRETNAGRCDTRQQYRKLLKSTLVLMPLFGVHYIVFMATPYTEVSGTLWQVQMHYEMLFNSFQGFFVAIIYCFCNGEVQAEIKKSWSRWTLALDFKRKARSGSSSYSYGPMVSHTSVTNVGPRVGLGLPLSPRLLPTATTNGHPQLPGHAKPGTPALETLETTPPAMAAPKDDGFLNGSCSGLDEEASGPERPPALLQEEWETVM
#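 HEK-293-derived GP2 cells expressing PTHR1 and a GloSensor cAMP reporter, 3,000/well, plated overnight, given luciferin plus IBMX (each 0.5 mM as added) for 1 h at 37 °C, then compound for 1 h at 37 °C. Luminescence was read after 15 min at room temperature.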
# DRD3 agonist – qHTS of D3 Dopamine Receptor Agonist: qHTS | D(3) dopamine receptor (Homo sapiens), P35462 | max activation, % | D3R DiscoveRx beta-arrestin cells, luminescence, 90 min | 0.58% of 410,000 active; in the data active = max activation above about 30%; note: 0% is about no effect; mostly tested at two doses, the higher about 12 µM
#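 Agonist-mode cell screen: cells plated at 1500/well and incubated overnight at 37 °C, then exposed to library compounds for 90 min at 37 °C. Detection reagent was added for 30–60 min at room temperature, and luminescence was read.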
# aSyn yeast inh – qHTS of alpha-syn Inhibitors | Yeast expressing alpha-synuclein, growth rescue, BacTiter-Glo, 24 h | Potency, µM (titrated, usually from 46.1 µM), for inactives: at the top dose growth rescue (activation), hits mostly activators | 0.14% of 370,000 active | AID 652106, 2013; note: potency is the fitted concentration of half-maximal effect; % of control where 0% means no effect; nearly all actives have a fitted effect of over 65% in size
#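 Galactose-induced alpha-syn yeast (OD600=0.02, raffinose-pregrown) + pinned cpd, 24 hr, 30 deg C; growth by BacTiter-Glo luminescence. Growth restoration scores as activation.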
# TDP43 rescue – qHTS of TDP-43 Inhibitors | 1.8% of 410,000 active | Potency, µM (doses to about 46.1 µM), for the others: at the highest dose growth rescue (activation), most hits filed as activators | TDP-43 expressing yeast growth rescue, BacTiter-Glo, 24 h | AID 652104, 2013; note: potency is the fitted concentration of half-maximal effect; % of control where 0% means no effect; nearly all actives have a fitted effect of over 50% in size
#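 Luminescence from BacTiter-Glo reports growth of TDP-43-expressing yeast after 24 hr at 30 deg C with compound. Cells were raffinose-pregrown to mid-log, then seeded in galactose medium at OD600=0.02.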
# Starred values were filed as active, the others as inactive; i = inactive; u = inconclusive; x = not tested or not shown; [ ] = dose if it differs, or a comment. Unless noted, calls come from the whole dose curve; as a rule, active = well fitted curve in the direction sought with a large enough effect; inconclusive = small, poorly fitted or top-dose-only effect, or another doubt; inactive = no such curve, though single readings can be large; an effect the other way counts as inactive or inconclusive. Not all compounds are listed (hit frequency here may not be typical).
SMILES,DRD3 antagonist,HEK293 tox,KB-V1 MDR tox,GLP-1R inv ag,GLP1R ag,PTHR1 agonist,DRD3 agonist,aSyn yeast inh,TDP43 rescue
CC(NC(=O)NC12CC3CC(CC(C3)C1)C2)c1ccc2c(c1)OCO2 (stereo not given),-6,4%,u,11µM*,0%,-25%,-2,-2%,8%
CC(C)N(C)c1ncnc2c1ncn2[C@H]1CN(Cc2cccnc2)C[C@@H](CO)O1,-2,-1%,8%,50%[activator],20%,-14%,6,-2%,20%
O=[N+]([O-])c1ccc(-n2cccn2)c(-c2nn[nH]n2)c1,-2,0%,6%,22%,-10%,i,0,-4%,7%
Cc1cccc(-c2nc3c(cnn3-c3ccccc3)c(=O)n2-c2cccc(Cl)c2)c1,x,0%,-28%,0%,x,-19%,-14,x,6%
Cn1cnc2cc(NC(=O)COc3ccccc3)ccc21,-4,0%,0%,4%,15%,i,10,6%,-9%
COc1cc(NS(=O)(=O)c2cn(C)cn2)cc(OC)c1OC,-3,1%,0%,5%,-6%,-14%,-8,-1%,-16%
Cc1ccc(-n2nc3c(c2NC(=O)c2c(F)cccc2Cl)CS(=O)(=O)C3)cc1C,-22,7%,u,8%,13%,-23%,-1,3%,8%
S=c1[nH]nc(COc2ccccc2)n1/N=C/c1ccc(Cl)cc1Cl,9,-17%,0%,-10%,2%,-9%,-11,4%,-3%
O=C(NCCC1=CCCCC1)c1cccc2c1C(=O)N(C1CCCCC1)C2,-2,-10%,4%,-15%,6%,i,0,0%,17%
CNc1c([N+](=O)[O-])cnn1-c1ccc(F)cc1,5,-2%[7.66 µM],1%,23%[7.66 µM],16%,i,5,6%,4%[9.22 µM]
COc1ccc(OC)c(C2NC(=O)NC(C)=C2C(=O)OCc2ccccc2)c1 (stereo not given),4,4%,-8%,-4%,3%,-15%,-6,0%,2%
COc1cc2c(cc1OC)CC(C(=O)NCc1ccccc1)NC2 (stereo not given),72,-1%,-1%,3%,10%,i,0,-1%,6%
COc1ccc(C)cc1NC(=O)CCS(=O)(=O)c1cc2c3c(c1)CCN3C(=O)CC2,x,1%,0%,-3%,x,i,6,x,9%
Cc1ccc(CNC(=O)CN(C(=O)C2(C)CC(=O)N=C3C=CC=CN32)c2ccc(F)cc2)cc1 (stereo not given),-5,4%,10%,2%,1%,-40%[inhibitor],14,-1%,-4%
COc1cccc(/C=N/n2c(COc3ccccc3)n[nH]c2=S)c1O,-14,4%,u,-10%,-2%,i,3,-2%,24%
Cc1ccc(S(=O)(=O)CCC(=O)NCc2ccc(Cl)cc2)cc1,21,-10%,-2%,-19%,-2%,-24%,6,1%,11%
Cn1nccc1C(=O)Oc1ccc(/C=N/NC(=O)c2ccccc2O)cc1,-2,-1%,u,-5%,1%,-29%,-5,1%,-9%
Cc1cc(-c2nnc(SCC(=O)c3ccc4c(c3)OCCO4)o2)no1,2,0%,3%,4%,1%,i,1,4%,10%
O=C(CN1C(=O)CSC1=O)N1CCc2ccccc2C1,-25,7%,0%,-3%,0%,i,0,-1%,5%
Cc1cc(C(=O)N2CCCC(C(=O)c3cccc(C(F)(F)F)c3)C2)n[nH]1 (stereo not given),3,-3%,-14%,-27%,-1%,-17%,5,0%,8%
CC(C)CC(=O)Nc1ccc(C(=O)NNC(=S)NC(=O)C2CCCCC2)cc1,15,11%,10µM*,u,-1%,-33%[inhibitor][57.5 µM],4,-7%,14%
Nc1c(NCCC2=CCCCC2)c(=O)[nH]c(=O)n1Cc1ccccc1,u,13%,-2%,-2%,0%,-10%,1,3%,1%
COCCn1c(SCC(=O)c2cc(C)ccc2C)nc2cc(C(=O)NC3CCCC3)ccc2c1=O,x,4%,-7%,5%,x,-13%,5,x,1%
CCN(CC(=O)N1CCC(C(N)=O)CC1)S(=O)(=O)c1ccc(Cl)cc1,-18,0%,x,8%,5%,-16%,-6,-1%,-27%
CC(=O)Nc1ccc(OC(=O)Cc2ccc(Cl)cc2)cc1,-14,-16%,29%,4%,-8%,-4%,-8,-2%,-5%
COCCCNC(=O)Cn1c(=O)n(CCCCCC(=O)NCc2ccc3c(c2)OCO3)c(=O)c2sccc21,-2,2%,7%,-16%,2%,i,3,-9%,-13%
CC(C)(C)C(=O)NC(NC(=S)Nc1sc2c(c1C#N)CCCC2)C(Cl)(Cl)Cl (stereo not given),-55*,u,7%,u,3%,i,9,-7%,3%
CCCCC1CC1C(=O)Nc1ccc(OC)c(OC)c1 (stereo not given),u,14%,0%,25%,10%,i,-21,-1%,5%
NC(=O)c1ccc(-c2ccc(Br)cc2)o1,9,9%,8.2µM*,0%,19%,i,-1,0%,13µM*
CCOC(=O)c1nnc(-c2ccccc2)nc1NCc1ccccc1,26,1%,u,u,3%,-20%[57.5 µM],0,1%,u
N#CC(C#N)=c1ccc2c(c1)N1C3=C(CCCC3)CC3CCCCC31N=2 (stereo not given),18,-12%,u,12%,15%,-26%,-1,-14%,1%
O=C(NCc1ccco1)C(c1ccc(F)cc1)N(CC1CCCO1)C(=O)Cn1nnc2ccccc21 (stereo not given),0,0%,-5%,-21%,1%,i,4,1%,23%
COc1ccc(C(C)(O)c2nc(-c3cnc4ccccc4c3)cs2)cc1 (stereo not given),0,6%,5%,-16%,23%,i,-4,u,35µM*
O=C(CCn1c(=O)[nH]c2ccsc2c1=O)NCCc1ccc(Cl)cc1,-6,-4%,-28%,0%,-1%,i,0,0%,14%
C[C@H](NC(=O)c1ccccc1Cl)C(=O)OC(C(=O)Nc1cc(C(F)(F)F)ccc1Cl)c1ccccc1 (stereo not given in full),-16,27%,3%,u,2%,i,0,17%,-5%
Cc1ccc(NC(=O)CSc2nc(N)c3c4c(sc3n2)CSC(C)(C)C4)cc1,-1,-26%,u,u,27%,-3%,1,14%,13%

# 2 compounds picked at random from the list so far, as already listed:
SMILES,DRD3 antagonist,HEK293 tox,KB-V1 MDR tox,GLP-1R inv ag,GLP1R ag,PTHR1 agonist,DRD3 agonist,aSyn yeast inh,TDP43 rescue
COc1cc(NS(=O)(=O)c2cn(C)cn2)cc(OC)c1OC,-3,1%,0%,5%,-6%,-14%,-8,-1%,-16%
COc1cccc(/C=N/n2c(COc3ccccc3)n[nH]c2=S)c1O,-14,4%,u,-10%,-2%,i,3,-2%,24%

# The list goes on:
SMILES,DRD3 antagonist,HEK293 tox,KB-V1 MDR tox,GLP-1R inv ag,GLP1R ag,PTHR1 agonist,DRD3 agonist,aSyn yeast inh,TDP43 rescue
Cc1cccc(-c2noc(-c3cc(-c4ccc(F)cc4)n[nH]3)n2)c1,x,6%,8%,5%,x,2%,-10,x,19%
Cc1ccc(F)cc1C(=O)N1CCCC(c2cc(C(=O)NCc3ccc(F)cc3)no2)C1 (stereo not given),2,7%,-1%,-29%,6%,-41%[inhibitor],5,2%,20%
CC(NC(=S)Nc1ccc(F)cc1)C(c1cccs1)N1CCOCC1 (stereo not given),-5,-6%,-12%,-25%,-1%,i,5,-4%,3%
Nc1cc2c(cc1C(=O)c1ccccc1F)OCCO2,0,0%,9%,3%,-5%,-5%,-2,3%,18µM*
COc1ccc(C(=O)N2CCOC2CNC(=O)C(=O)NCc2ccc(F)cc2)cc1 (stereo not given),9,2%,u,-20%,0%,-18%,1,0%,18%
COc1ccccc1N1CCN(c2ncnc3c2oc2ccccc23)CC1,55,-12%,6.5µM*,1%,0%,i,29,2%,6%
O=C(Nc1ncccn1)c1ccc(C(F)(F)F)cc1,-12,17%,-11%,8%,-3%,i,-8,-3%,6%
O=C(/C=C/c1ccc(Cl)cc1)N1CCN(c2ccc(Cl)cc2[N+](=O)[O-])CC1,-4,1%,-25%,u,4%,-14%[57.5 µM],-8,2%,u
CC(C)c1ccccc1NC(=O)c1cnccn1,-23,4%,-16%,0%,-9%,-3%[57.5 µM],11,-5%,-13%
Cc1ccc(Cl)cc1NC(=O)CN1C(=O)c2ccccc2Sc2ncccc21,x,1%,0%,7%,-1%,-8%,-19,x,18%
COc1ccccc1CNC(=O)CCCN1C(=O)CSc2c1c(C)nn2-c1ccccc1,x,1%,0%,-5%,x,-31%[inhibitor],-6,x,u
COCCNC(=O)CN(Cc1ccc2c(c1)OCO2)C(=O)CCC(=O)Nc1nccs1,5,-11%,6%,-8%,-7%,i,0,0%,-10%
CN(CC(=O)Nc1ccc(N2CCOCC2)cc1)C(=O)CSc1ccc(F)cc1,25,-1%,-26%,-2%,2%,3%,-15,-7%,-11%
Cc1cccc(NC(=O)C2CCN(S(=O)(=O)c3ccc(F)cc3)CC2)c1C,x,-8%,u,-17%,x,-10%,4,x,u
CCCCn1c(N)c(N(CC(C)C)C(=O)Cc2ccc(S(=O)(=O)N3CCOCC3)s2)c(=O)[nH]c1=O,20,-6%,u,39%[activator],3%,-22%,5,-1%,u
c1ccc2sc(NC3=NCN(Cc4ccc5c(c4)OCO5)CN3)nc2c1,16,4%,u,-7%,-9%,-7%[57.5 µM],1,13%,u
C[C@@H]1CN([C@@H](C)CO)S(=O)(=O)c2ccc(Br)cc2O[C@@H]1CN(C)Cc1ccccn1,11,-9%,-27%,17%,13%,-23%,0,-2%,2%
CC(=O)Nc1cncc(-c2ccccc2C(C)=O)n1,8,6%,5%,-8%,-5%,i,1,1%,u
